AT treatment = potential ataxia-telangiectasia treatments restoring KAP-1 phosphorylation. […] A-T fibroblasts, KAP-1 phosphorylation AlphaLISA; neocarzinostatin DNA damage 30 min before lysis. 320,000 tested, 0.19% active. Potency, µM (titrated, usually from 57.5 µM), for the others: at the top dose activation, hits mostly activators. AID 485349; further: potency means the concentration at half of the fitted maximal effect; % of control where 0% means no effect; nearly all actives have a fitted effect of over 45% in size
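ATM-like activity read as KAP-1 phosphorylation via AlphaLISA donor/acceptor antibody pairs after lysis and 6 hr at 25C. Cells were ATM-null patient fibroblasts ([…], hTERT), dosed 60 min, then exposed to the DSB inducer NCS for 30 min.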
Tb PFK inh = inhibitors of T. brucei phosphofructokinase. AID 485367. 330,000 tested, 0.17% active. O15648. Potency, µM (titrated, usually from 57.5 µM), without a hit: top-dose activity, negative = inhibition, usual class: inhibitors. T. brucei PFK, ADP-Glo luminescence;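 further: potency means the concentration at half of the fitted maximal effect; 0% = uninhibited 1x PFK enzyme wells and -100% = no-enzyme wells; nearly all actives have a fitted effect of over 60% in size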
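ADP-Glo luminescence quantified ADP after 45 min at room temperature, with 1.25 nM T. brucei PFK, 0.1 mM ATP and 0.5 mM fructose-6-phosphate in pH 8.0 TEA buffer. qHTS titrations up to 57 µM; curves classified by quality.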
Integrin act MD = integrin-mediated muscular dystrophy alleviation activation; alpha7betagal myoblasts, beta-gal FDG fluorescence, 48 h; Potency, µM (series often up to 38.3 µM), inactives show at the top dose activation, most hits filed as activators; 350,000 tested, 0.064% active; AID 624291;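 further: potency means the concentration at half of the fitted maximal effect; 100% = response of the positive control SU9516; nearly all actives have a fitted effect of over 60% in size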
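Alpha7betagal+/- myoblasts (passage 13) were plated 16-24 hr, then exposed to compounds (1:260 dilution of DMSO stock) for 48 hours at 37C. After MPER lysis, β-galactosidase reporter activity was read as FDG fluorescence (ex 480/em 540) after 30 minutes.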
PTAP TSG101 blk = blocks PTAP/TSG101 interaction to inhibit HIV-1 budding | Q99816 | Fluorescence polarization, FITC-PTAP peptide / Tsg101 binding | 340,000 tested, under 10 active | Potency, µM (titrated, usually from 115 µM), for inactives: at the top dose activity change, negative = inhibition, most hits filed as inhibitors; active means well fitted inhibition curve with a large enough effect in the main read-out, with a control signal flat, not every such curve was filed as active; inconclusive means small, poorly fitted or top-dose-only effect, or effect the other way, or a change in a side signal; inactive means no such curve, though single readings can be large or run the other way; further: potency means the concentration at half of the fitted maximal effect; % of control where 0% means no effect
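Fluorescence polarization binding of Tsg101 binding domain (10 uM final) to FITC-labeled PTAP peptide (50 nM final) in HEPES pH 7.5 buffer with NaCl, Tween 20, EDTA, TCEP. Compounds added before peptide; binding 20 min at RT.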
TCR act = activates T cell receptor signaling; primary human leukocytes, anti-CD3, IL-2 HTRF, 48 h; Potency, µM (titrated, usually from 9.22 µM), without a hit: top-dose activation of IL-2 secretion, most hits filed as activators; 330,000 tested, under 10 active; AID 504894; further: % of control where 0% means no effect
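Primary human leukocytes were stimulated with a-CD3 beads plus compounds for 48 hr without co-stimulation; secreted IL-2 was quantified by HTRF using a-IL-2-K (europium cryptate) and a-IL-2-d2, excited at 320nm with acceptor emission read at 665nm.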
Eya2 inh = inhibitors of human Eya2 phosphatase activity; recombinant Eya2, OMFP fluorescence dephosphorylation (OMFP is methylfluorescein phosphate); Potency, µM (series often up to 76.9 µM), without a hit: at the highest dose activity, negative = inhibition, most hits filed as inhibitors; 330,000 tested, 0.006% active; AID 488837; further: potency means the concentration at half of the fitted maximal effect; on the % scale 0 is the no-effect control and ±100 the full control effect
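Eya2 (0.2 uM) preincubated 10 min at ambient with compound, then OMFP substrate added at 50 uM; 10 min reaction in 50 mM HEPES pH 7.5, 50 mM NaCl, 5 uM MgCl2, 0.05% BSA, 1 mM DTT. Fluorescence read at Ex 485/Em 525 nm.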
ASM inhibitor = human S-ASM enzyme inhibition; placental ASM, HMU-PC fluorogenic substrate, 60 min; Potency, µM (doses to about 57.5 µM), for inactives: at the highest dose activity change, negative = inhibition, most hits filed as inhibitors; 340,000 tested, 0.006% active; further: potency means the concentration at half of the fitted maximal effect
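Steps: dispense placental human ASM, pin compound, wait 10 min at room temperature, add HMU-PC0 substrate at 9 uM final, incubate 60 min at 37 °C, add stop solution raising pH to 10, read fluorescence.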
Mito fusion yeast = blocks mitochondrial division or promotes mitochondrial fusion; S. cerevisiae fusion-defective mutant growth rescue, CellTiterGlo 48 h; Potency, µM (titrated, usually from 46.1 µM), without a hit: top-dose growth rescue (activation), actives largely listed as activators; 320,000 tested, 0.23% active; AID 485298;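 further: potency means the concentration at half of the fitted maximal effect; % of control where 0% means no effect; nearly all actives have a fitted effect of over 45% in size; temperature-sensitive fusion mutants such as fzo1-1 at 37 °C on non-fermentable ethanol glycerol medium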
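Growth-rescue viability read-out: after 48 h at the non-permissive 37C in glycerol/ethanol YPEG, yeast mitochondrial fusion mutants are measured by CellTiterGlo luminescence; compounds (23 nl pinned per well) restoring growth score as division inhibitors or fusion activators.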
BCR signal inh = inhibitors of chronic active B-cell receptor signaling | ABC-DLBCL IkBa-CBG/CBR reporter, luminescence ratio, 4 h | Potency, µM (series often up to 46.1 µM), without a hit: top-dose ratio change, negative = lower green/red ratio, hits mostly inhibitors | 340,000 tested, 0.05% active; active means well fitted inhibition curve with a large enough effect in the signal ratio, with a control signal flat, not every such curve was filed as active; inconclusive means small, poorly fitted or top-dose-only effect, or effect the other way, or a change in a side signal; the % refers to the signal ratio;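 further: potency means the concentration at half of the fitted maximal effect; plate controls were basal doxycycline-induced cells for no effect and cells given 10 µM MG132 for full effect; MG132 reads +100%, hits lower the ratio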
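Doxycycline induced both beetle luciferases in TMD8 lymphoma cells; IKK-driven degradation limits the IkappaBalpha-fused green signal, while red luminescence normalises for cell number and nonspecific effects. Compounds tested up to 46 uM, 4 hrs.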
TSHR antagonist = human thyrotropin receptor antagonism | 330,000 tested, 0.2% active | P16473 | activity change, negative = inhibition, % at 11.5 µM | AID 504810 | TSHR-expressing cells, TSH-stimulated cAMP HTRF, 2 h; stronger effect = lower value;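 active means activity change below a set negative limit, meaning inhibition stronger than a set level, cut at about -70% in these data; inconclusive means activity change between two set negative limits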; further: on the % scale 0 is the no-effect control and ±100 the full control effect
Target sequence (P16473 whole entry, looked up): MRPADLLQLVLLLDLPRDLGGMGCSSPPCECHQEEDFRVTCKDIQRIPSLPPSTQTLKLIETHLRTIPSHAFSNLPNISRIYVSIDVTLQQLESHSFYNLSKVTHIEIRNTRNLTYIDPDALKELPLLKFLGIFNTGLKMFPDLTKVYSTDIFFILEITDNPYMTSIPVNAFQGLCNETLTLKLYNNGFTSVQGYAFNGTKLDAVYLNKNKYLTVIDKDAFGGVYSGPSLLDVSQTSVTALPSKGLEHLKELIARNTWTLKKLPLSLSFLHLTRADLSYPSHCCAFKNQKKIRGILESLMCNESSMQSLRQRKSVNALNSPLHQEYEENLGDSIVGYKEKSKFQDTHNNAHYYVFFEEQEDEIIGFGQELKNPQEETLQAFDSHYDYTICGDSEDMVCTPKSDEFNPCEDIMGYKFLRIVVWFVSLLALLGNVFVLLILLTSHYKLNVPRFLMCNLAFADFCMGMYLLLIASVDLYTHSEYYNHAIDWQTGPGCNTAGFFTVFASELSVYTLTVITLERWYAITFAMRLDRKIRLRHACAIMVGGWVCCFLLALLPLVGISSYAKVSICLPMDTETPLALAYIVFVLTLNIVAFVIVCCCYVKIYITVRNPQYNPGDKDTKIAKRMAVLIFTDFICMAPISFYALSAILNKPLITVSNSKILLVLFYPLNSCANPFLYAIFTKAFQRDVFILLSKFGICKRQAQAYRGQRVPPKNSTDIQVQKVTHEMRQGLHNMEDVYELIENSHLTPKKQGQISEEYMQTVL
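Inhibition of cAMP made by TSHR-expressing cells under TSH stimulation (4nM final, EC80; 2 h, 37 deg C) is quantified with a one-step lysis HTRF kit, anti-cAMP cryptate versus cAMP-d2.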
ELG1 DNA repair = blocks ELG1-dependent DNA repair in HEK293T cells | 330,000 tested, 2.3% active | Potency, µM (highest dose often 46.1 µM), for inactives: top-dose activity change, negative = inhibition, most hits filed as inhibitors | HEK293T ELG1-luciferase reporter, luminescence, 16 h; DNA damage induced by 5-fluorouridine; further: potency means the concentration at half of the fitted maximal effect; on the % scale 0 is the no-effect control and ±100 the full control effect; nearly all actives have a fitted effect of over 55% in size
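In this reporter screen, reduction of luminescence relative to DMSO vehicle indicated activity. Compounds and 5-fluorouridine were added together to 2,000 cells per well, incubated for 16 hr at 37 °C, then developed with ONE-Glo.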
The depositor's hits bear a star; i = inactive; ? = inconclusive; . = not tested or not shown; [ ] = remark or other dose. Unless noted, the call rests on the fitted dose curve; in most records, active means well fitted curve in the direction sought with a large enough effect; inconclusive means small, poorly fitted or top-dose-only effect, or another doubt; inactive means no such curve, though single readings can be large; an effect the other way counts as inactive or inconclusive.

SMILES	AT treatment	Tb PFK inh	Integrin act MD	PTAP TSG101 blk	TCR act	Eya2 inh	ASM inhibitor	Mito fusion yeast	BCR signal inh	TSHR antagonist	ELG1 DNA repair
O=C(CCc1cccc(Cl)c1)N1CCCC(Nc2ccccc2)C1 (stereo not drawn)	4%	-1%	-34%	-1%	8%	-2%	-8%	?	11%	-6	-9%
O=C(CN1C(=O)NC2(CCCC2)C1=O)OCCOc1ccccc1	-2%	1%	-10%	-5%	4%	10%	2%	2%	1%	5	13%
CCC1C(=O)CC(c2ccc([N+](=O)[O-])cc2)NC1c1ccc([N+](=O)[O-])cc1 (stereo not drawn)	5%	-5%	-63%[inhibitor]	-2%	-7%	1%	-7%	?	18%	-5	-19%
COc1ccc(OC)c(NC(=O)NNC(=O)CCCOc2ccc(Cl)cc2C)c1	2%	-4%	-16%	-4%	-4%	-15%	-8%	4%	-10%	0	-30%
CC1=C(C(=O)OCc2ccccc2)C(c2ccc(N3CCOCC3)cc2)NC(=O)N1 (stereo not drawn)	3%	-6%	-20%	-3%	-3%	-2%[15.4 µM]	-2%	4%	-11%	-2	-2%
CCCCn1c(N)c(N(CCC(C)C)C(=O)c2cc(CC)c(C)s2)c(=O)[nH]c1=O	4%	-4%	0%	-4%	-2%	-18%	3%	2%	7%	1	?
Cc1cnc(C(=O)Nc2nnc(SCc3c(Cl)cccc3Cl)s2)cn1	3%	1%	-32%	-12%	2%[46.1 µM]	9%	-4%	?	3%	-25	0%
c1cc2c(cc1Cn1cnnn1)OCO2	.	-2%	0%	-1%	3%	16%	2%	-4%	3%	21	-8%
CCc1ccc(S(=O)(=O)Nc2ccc(-c3nc4cccnc4s3)cc2)s1	33%	1%	14%	2%	1%	-2%	i	2%	-3%	-5	?
COc1ccc(C(=O)OC(C)C(=O)NC(C)CCc2ccccc2)c(OC)c1 (stereo not drawn)	10%	-10%	?	3%	-1%	14%	-3%	11µM*	-1%	-13	?
O=C(NCC(O)COc1ccc([N+](=O)[O-])cc1)Nc1ccccc1 (stereo not drawn)	-3%	4%	-8%	-5%	-1%	9%	0%	7%	7%	3	?
CCOc1ccccc1Nc1nnc(SCC(=O)NC2CCS(=O)(=O)C2)s1 (stereo not drawn)	-1%	-1%	-11%	-3%	-1%	-23%	1%	.	-6%	-2	?
O=C(Nc1cccc(Cl)c1)NC1CC2CCC(C1)N2Cc1ccco1 (stereo not drawn)	4%	1%	2%	-1%	-4%	-8%	-4%	-9%	6%	10	-17%
O=C(Cc1ccc(Br)cc1)OCC(=O)N1CCCCCC1	-17%	-3%	-9%	-1%	-3%[46.1 µM]	-3%	5%	.	2%	-2	4%
Cc1ccc(S(=O)(=O)NC(C)C(c2cccs2)N2CCN(C)CC2)cc1 (stereo not drawn)	-1%	1%	?	-7%	-4%[46.1 µM]	-2%	8%	0%	-9%	-2	15%
Cc1ccc(Cn2c(SCC(=O)NCC3CCCO3)nc3c(sc4ccccc43)c2=O)cc1 (stereo not drawn)	2%	-4%	-4%	-4%	2%	19%	-2%	2%	5%	-4	2%
COc1cc(OC)cc(-n2nnnc2SCC(=O)Nc2ccc(C(C)=O)cc2)c1	-3%	1%	-13%	-5%	12%	12%	-5%	-1%	5%	-7	4%
Cc1cc(Nc2ccc(O)cc2)n2c(nc3ccccc32)c1C#N	-1%	2%	5%	1%	-10%	-5%	39%[activator]	-2%	-5%	-12	-7%
CCc1cccc(CC)c1N(COC)C(=O)Cn1nnc2ccccc21	0%	-2%	5%	-6%	2%	4%	6%	7%	-2%	-7	-13%
C=CCOc1ccc(/C(CC)=N/O)c(OC)c1	8%	0%	-2%	-4%	6%	-1%	4%	1%	?	-3	?
Cc1ccc(C(C)C)c(OCC(=O)OCC(=O)NC2CCS(=O)(=O)C2)c1 (stereo not drawn)	1%	4%	2%	0%	-2%	27%	1%	0%	2%	8	5%
Cc1cc(C)nc(NC(=O)c2c(-c3c(Cl)cccc3Cl)noc2C)n1	4%	-5%	-15%	-5%	0%	-14%	-1%	-5%	-2%	1	2%
CCn1cc(C(=O)O)c(=O)c2cc(F)c(N3CCN(S(=O)(=O)c4ccc(Br)cc4)CC3)cc21	0%	1%	.	.	8%[46.1 µM]	5%	.	-6%	3%	-9	-6%
Cc1cc(NC(=O)CCN2CCCCC2)ccc1Br	-14%	-1%	-50%[inhibitor]	-5%	0%	-1%	1%	-4%	-1%	-1	16%
OCCn1c(SCCOc2ccccc2F)nc2ccccc21	1%	-3%	-8%	-5%	-5%	-34%	-2%	4%	-13%	1	2%
O=C1CC(NS(=O)(=O)c2cccs2)CN1c1ccc(F)cc1 (stereo not drawn)	-2%	0%	2%	-3%	-1%	-8%	-4%	-3%	-4%	-5	0%
CC(C)(C)OC(=O)[C@H]1[C@H](c2ccc([N+](=O)[O-])cc2)C2(C(=O)c3ccccc3C2=O)C2c3ccccc3C=NN21 (stereo partly drawn)	4%	-9%	11%	-5%	2%[46.1 µM]	-10%	-1%	6%	?	0	3%
O=C(COC(=O)CNC(=O)c1cccc(OC(F)F)c1)NNC(=O)c1ccccc1	4%	0%	-32%	-2%	-4%	-6%	-2%	-1%	8%	7	16%
O=S(=O)(c1cccc(F)c1)N1CCN(Cc2ccc3c(c2)OCO3)CC1	.	2%	-13%	-8%	-8%	12%	3%	0%	-2%	-13	0%
C/C(=N\O)C1(C)N(O)C(C)(C)C(c2ccc(Br)cc2)=[N+]1[O-] (stereo not drawn)	-2%	-2%	9%	0%	-1%	7%	0%	0%	0%	8	3%
COc1ccc(NC(=O)CSc2nc3sc(C)cc3c(=O)n2C)cc1	7%	3%	-46%[inhibitor]	1%	9%	-19%	2%	-2%	?	3	15%
CC(CNC(=O)CCC(=O)N1CCOc2ccc(Cl)cc21)c1ccccc1 (stereo not drawn)	1%	?	27%	0%	-4%	-7%	5%	3%	?	3	7%
Cc1[nH]c2ccccc2c1C(=O)C(C)OC(=O)c1ccc([N+](=O)[O-])o1 (stereo not drawn)	14%	-9%	0%	0%	-1%	-9%	-2%	3%	?	23	1%
CCCS(=O)(=O)c1c(S(=O)(=O)CCC)c2ccc(C(C)=O)cn2c1C(=O)OC	1%	0%	-14%	-1%	4%	2%	19%	1%	4%	-7	4%
Cc1ccc(NC(=O)c2cc(C)n(-c3ccccc3)c2C)cc1	3%	8%	-24%	0%	7%[46.1 µM]	-10%	-4%	28%	?	-3	?
O=C(NNC(=O)c1ccc(S(=O)(=O)N2CCCC2)cc1)c1ccc(Br)cc1	-12%	0%	-4%	-3%	5%	-17%	-2%	2%	1%	-7	5%
COc1ccc(C(=O)NCC(=O)OC2CCCCC2=O)cc1 (stereo not drawn)	0%	-4%	10%	-5%	0%	15%	4%	1%	-1%	8	10%
CCS(=O)(=O)Nc1ccc(NC(C)=O)cc1	2%	2%	14%	-4%	3%	11%	-1%	-1%	1%	10	15%
CCC1(CC)Cc2ccccc2-c2nc(NCCCO)[nH]c(=O)c21	-1%	3%	10%	-1%	2%	-11%	41%[activator]	1%	-25%	-4	11%
CCOc1ccc(NC(=O)Cn2nnc(C(=O)NCc3ccccc3OC)c2N)cc1	0%	0%	28%	1%	-1%	-6%	5%	1%	-11%	15	-7%
COc1ccc(Br)c(C(=O)NCC2CCCCC2)c1	8%	3%	-13%	-1%	-1%	-7%	0%	-3%	?	-6	10%

Screens: PubChem, National Center for Advancing Translational Sciences (NCATS)

Outcome played no part in choosing rows (roughly 3.2% active in at least one column).
